NR1D1 modulator = modulators of human Rev-erb alpha DNA binding | hit rate 0.79% among 370,000 | Rev-erbα–FITC-DNA binding, fluorescence polarization, 90 min | activity, % at 10 µM;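 active = activity above about 14%, limit read from the data; passing the limit was not always enough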;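 also: 0% = DMSO wells with 35 nM protein and 100% = DMSO wells with 750 nM protein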
PRMT1 inh = blocks human protein arginine methyltransferase 1. hit rate 1.3% among 370,000. inhibition, % at 2.79 µM. recombinant PRMT1, activity-based probe fluorescence polarization. Q99873;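 active = inhibition above about 21% made by adding two undisclosed values, limit read from the data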
Target sequence (Q99873 whole entry, looked up): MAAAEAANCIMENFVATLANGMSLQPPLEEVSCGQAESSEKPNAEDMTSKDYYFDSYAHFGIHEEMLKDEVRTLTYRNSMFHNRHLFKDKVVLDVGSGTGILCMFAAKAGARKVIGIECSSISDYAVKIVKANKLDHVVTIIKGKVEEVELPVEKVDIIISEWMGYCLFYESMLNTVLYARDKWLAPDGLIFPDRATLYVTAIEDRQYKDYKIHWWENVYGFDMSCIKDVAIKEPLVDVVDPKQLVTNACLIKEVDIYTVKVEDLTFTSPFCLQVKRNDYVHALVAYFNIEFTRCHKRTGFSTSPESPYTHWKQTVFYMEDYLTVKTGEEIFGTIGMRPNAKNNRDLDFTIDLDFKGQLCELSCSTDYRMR
PG9 Ab binder = binds the HIV-1 gp120 antibody PG9. hit rate 0.43% among 360,000. inhibition, % at 6.7 µM. AID 624416. TR-FRET gp120-PG9 antibody binding; in the data active = inhibition above about 8.5%
rCAG binder = r(CAG) repeat RNA binding; TO-PRO-1 dye displacement fluorescence; inhibition, % at 3 µM; hit rate 1.3% among 370,000; AID 651821;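 active = inhibition above the plate cutoff, the mean of all test compounds on that plate plus 3 SD, cut at about 35% in these data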;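 also: 0% = DMSO alone and 100% = 100 µM mitoxantrone as full dye displacement; higher means more dye released from RNA so lower well fluorescence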
UHRF1 binding = human UHRF1 methylated DNA binding inhibitors | AID 687016 | UHRF1 binding to methylated oligo, TR-FRET | hit rate 0.75% among 370,000 | Q96T88 | inhibition, % at 4.4 µM; in the data active = inhibition above about 21%;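 also: UHRF1 SRA domain binding a hemimethylated CpG hairpin DNA probe; 0% = median of test compound wells and 100% = reference inhibitor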
MBD2 DNA inh = blocks human MBD2 binding to methylated DNA. AID 686964. hit rate 0.31% among 370,000. inhibition, % at 4.4 µM. TR-FRET, MBD2 binding to methylated oligonucleotide. Q9UBB5; in the data active = inhibition above about 13%
TCR-CD3 inh = inhibitors of human TCR-CD3 interaction | TAMRA-labeled TCR probe fluorescence, biochemical | inhibition, % at 9.4 µM | hit rate 0.37% among 360,000 | AID 651800; in the data active = inhibition above about 19%;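 also: recombinant mutant TCR 2C K166C tagged with TAMRA read by polarization; 0% = receptor in buffer alone and 100% = receptor with positive control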
LEDGF integ inh = blocks HIV-1 LEDGF/p75-dependent DNA integration. inhibition, % at 3.7 µM. TR-FRET IN-LEDGF/p75 DNA integration, Eu/Cy5. hit rate 0.64% among 370,000;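 active = inhibition above the screen-wide mean plus 3 SD, cut at about 13% in these data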;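 also: signal is the Cy5 over europium emission ratio at 671 and 618 nm; 0% = plate median of compound wells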
ABHD4 inh = inhibits mouse alpha/beta hydrolase domain 4. Q8VD66. purified mABHD4, FP-Rh probe fluorescence polarization. inhibition, % at 8.92 µM. hit rate 0.54% among 370,000;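 active = inhibition exceeding the mean over every tested compound plus 3 SD, cut at about 30% in these data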;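 also: 0% = plate median of compound wells and 100% = S159A mutant with DMSO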
Target sequence (Q8VD66 whole entry, looked up, the tested form may be a part): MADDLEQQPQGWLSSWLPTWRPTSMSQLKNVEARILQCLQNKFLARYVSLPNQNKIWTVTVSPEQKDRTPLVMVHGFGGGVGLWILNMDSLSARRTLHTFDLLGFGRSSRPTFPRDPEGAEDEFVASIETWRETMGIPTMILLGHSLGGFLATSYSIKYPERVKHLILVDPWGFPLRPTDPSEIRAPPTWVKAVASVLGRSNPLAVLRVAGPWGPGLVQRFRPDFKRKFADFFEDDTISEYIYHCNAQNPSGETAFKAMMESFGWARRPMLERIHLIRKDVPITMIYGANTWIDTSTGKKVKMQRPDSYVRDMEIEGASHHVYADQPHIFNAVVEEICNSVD
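System: mouse ABHD4 enzyme, wild type / Medium: HEPES pH 7.0, NaCl, Pluronic buffer / Reagent: FP-Rh activity-based fluorescent probe / Control set: S159A mutant high control, sample median low control / Detection: fluorescence polarization with parallel and perpendicular emission, 525/598 nm / Schedule: 45 min + 60 min at 25 °C / Compound dosing: 8.92 µM, single dose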
HTRA1 inh = inhibitors of human serine peptidase HTRA1; Q92743; hit rate 0.5% among 340,000; inhibition, % at 5.96 µM; recombinant HTRA1, FP-rhodamine activity-based probe, fluorescence polarization; in the data active = inhibition above about 36%;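 also: 0% = enzyme with DMSO and 100% = wells lacking enzyme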
* = called active by the depositor; . = not tested or not shown. Some of the compounds tested; rates above refer to the full screens.

#	molecule	NR1D1 modulator	PRMT1 inh	PG9 Ab binder	rCAG binder	UHRF1 binding
1	COc1ccc(C(=O)C(CCC(CNC(C)(C)C)C(=O)c2ccc(OC)cc2)CNC(C)(C)C)cc1 (stereo not drawn)	-4	2	1.9	9	2
2	CC1=CC(C)(C)N2C(=O)C3(C(C#N)=C(N)OC4=C3C(=O)CC(C)(C)C4)c3cc(C)cc1c32 (stereo not drawn)	1	-5	1.1	-9	-2
3	CCCCC(=O)Nc1ccc(C(=O)NNC(=O)CCc2ccccc2)cc1	0	1	1.5	-2	-3
4	N#Cc1ccc(COC(=O)CSc2nnc(N)s2)cc1	5	5	-0.5	5	1
5	CSCCC(NC(=O)c1ccco1)C(=O)NCc1ccc(F)cc1 (stereo not drawn)	2	-4	-0.5	-2	-2
6	N=C1C(c2nc3ccccc3s2)=C(O)CN1c1ccccc1	-3	0	-0.2	-2	0
7	Nc1nc(N)nc(Cc2ccccc2O)n1	-3	-3	-1.6	0	-2
8	CC1(C)Cc2ccccc2C2CC(O)C(=O)N21 (stereo not drawn)	7	3	-1.8	-2	-3

#	MBD2 DNA inh	TCR-CD3 inh	LEDGF integ inh	ABHD4 inh	HTRA1 inh
1	-8	0	2	-1	1
2	0	3	-4	1	-6
3	-8	7	-1	-3	0
4	-4	1	-2	5	0
5	2	-2	-5	6	0
6	0	1	-4	3	1
7	1	-8	1	3	7
8	-4	-4	-4	7	1

More results.
#	molecule	NR1D1 modulator	PRMT1 inh	PG9 Ab binder	rCAG binder	UHRF1 binding
9	COc1ccc(C2CC(=O)C(c3ccc(Br)cc3)=CN2Cc2ccccc2)cc1 (stereo not drawn)	-4	-2	0.3	4	3
10	c1ccc(-c2csc3ncnc(N4CCc5ccccc5C4)c23)cc1	3	-1	0.6	0	-4
11	COC(=O)[C@H](C)NC(=O)C(Cc1ccc2c(c1)OCO2)NC(C)=O (stereo partly drawn)	-6	-2	.	2	-3
12	C/C(Cn1nnc([N+](=O)[O-])n1)=N\NC(=O)c1ccc(O)cc1O	-2	5	-3.3	2	1
13	COc1cccc(C(O)Cc2nc3ccccc3n2C)c1OC (stereo not drawn)	1	5	0.4	-4	2
14	Cc1cccc(-c2cc3nc(C)cc(NCCCN(C)C)n3n2)c1	-3	0	2.2	-3	5
15	CC(=O)N(CC(=O)N(CC(=O)O)c1ccc(Cl)cc1)c1ccc(Cl)cc1	4	0	-1.9	8	-1
16	CCOc1cc(/C=C/C(=O)c2ccc(O)cc2)ccc1OCC(=O)N(C)C	0	-4	-0.5	-1	-6

#	MBD2 DNA inh	TCR-CD3 inh	LEDGF integ inh	ABHD4 inh	HTRA1 inh
9	-4	-1	0	-7	.
10	2	-3	-1	-15	-34
11	1	.	6	-3	.
12	4	8	-6	4	-3
13	-5	-5	4	-3	1
14	2	-8	2	9	1
15	2	-3	2	-4	-4
16	-7	-2	3	-3	2

The listing continues:
#	molecule	NR1D1 modulator	PRMT1 inh	PG9 Ab binder	rCAG binder	UHRF1 binding
17	CC1CCC(NC(=O)c2cc(S(=O)(=O)N3CCCCC3)c[nH]2)CC1 (stereo not drawn)	9	5	-0.9	1	3
18	O=C1[C@H]2[C@@H](c3ccccc3)N[C@]3(CCCN(Cc4ccc(F)cc4)C3=O)[C@H]2C(=O)N1Cc1ccccc1	0	1	0.3	1	23*
19	O=C(O)c1cc2c(cc1NC(=O)c1c(F)cccc1F)OCCCO2	4	2	0.8	5	-1
20	COc1ccc(CCNC(=O)COC(=O)Cn2cnc3c2c(=O)n(C)c(=O)n3C)cc1	-4	-2	-3.1	-1	3
21	CC(C)CC(=O)N=C1SC2CS(=O)(=O)CC2N1Cc1ccccc1 (stereo not drawn)	-2	-6	-3.6	-1	2
22	Cc1ccc([C@H]2N[C@]3(CCCN(Cc4ccc(Cl)cc4)C3=O)[C@H]3C(=O)N(Cc4ccccc4)C(=O)[C@@H]23)cc1	-3	-2	-1.8	6	-1
23	Cc1nn(-c2ccccc2)c(OC(=O)c2cccs2)c1S(=O)(=O)c1ccccc1	6	0	-0.2	4	-3
24	COc1ccc(-c2cc(C3CC3)nc(N)c2C#N)cc1	1	-5	-1.1	0	-1

#	MBD2 DNA inh	TCR-CD3 inh	LEDGF integ inh	ABHD4 inh	HTRA1 inh
17	1	-3	-2	4	2
18	10	7	0	0	-41
19	1	0	-3	1	-5
20	-8	-1	2	-9	-3
21	-3	1	4	-6	4
22	-3	7	2	-6	-32
23	-2	14	0	-3	4
24	-2	1	1	-11	-17

(next part)
#	molecule	NR1D1 modulator	PRMT1 inh	PG9 Ab binder	rCAG binder	UHRF1 binding
25	COC(=O)c1ccc(N2CCC(c3cc(-c4ccc(OC)cc4)n[nH]3)CC2)c([N+](=O)[O-])c1	0	-2	0.0	9	-1
26	CCOC(=O)c1c(NC(=O)c2ccc(S(=O)(=O)N3CCOCC3)cc2)sc2c1CCN(C(C)C)C2	0	-4	-0.7	-7	25*
27	Cc1ccc(CN(C)C(=O)c2ccccc2Oc2ccccc2)o1	-4	34*	0.4	1	-1
28	CC1CCc2nn(CC(=O)NCCC3=CCCCC3)cc2C1 (stereo not drawn)	1	6	-0.1	-3	8
29	O=C(Oc1ccccc1Cl)c1ccc2c(=O)n3c(nc2c1)CCC3	-1	1	1.3	4	-1
30	COC(=O)Cc1nnn2c1[C@H](C)[C@H](c1ccccc1Br)OC[C@@H]2c1ccccc1	2	1	0.2	2	4
31	COCCN1CCN(Cc2cn(C)nc2-c2ccc(Oc3ccccc3)cc2)CC1	0	-4	-0.2	-4	5
32	Cc1cc(C(=O)COC(=O)c2n[nH]c3ccccc23)c(C)n1C	0	-3	-0.1	4	2

#	MBD2 DNA inh	TCR-CD3 inh	LEDGF integ inh	ABHD4 inh	HTRA1 inh
25	-3	5	-1	-5	-63
26	20*	-2	0	-6	26
27	3	4	-2	5	-10
28	1	-12	4	-10	1
29	5	-3	-2	-21	-28
30	-2	2	-1	-2	.
31	2	0	0	1	3
32	1	3	1	1	-12

4 entries from above, as labelled records:
25	COC(=O)c1ccc(N2CCC(c3cc(-c4ccc(OC)cc4)n[nH]3)CC2)c([N+](=O)[O-])c1
  NR1D1 modulator = 0	PRMT1 inh = -2	PG9 Ab binder = 0.0	rCAG binder = 9	UHRF1 binding = -1	MBD2 DNA inh = -3	TCR-CD3 inh = 5	LEDGF integ inh = -1	ABHD4 inh = -5	HTRA1 inh = -63

26	CCOC(=O)c1c(NC(=O)c2ccc(S(=O)(=O)N3CCOCC3)cc2)sc2c1CCN(C(C)C)C2
  NR1D1 modulator = 0	PRMT1 inh = -4	PG9 Ab binder = -0.7	rCAG binder = -7	UHRF1 binding = 25*	MBD2 DNA inh = 20*	TCR-CD3 inh = -2	LEDGF integ inh = 0	ABHD4 inh = -6	HTRA1 inh = 26

27	Cc1ccc(CN(C)C(=O)c2ccccc2Oc2ccccc2)o1
  NR1D1 modulator = -4	PRMT1 inh = 34*	PG9 Ab binder = 0.4	rCAG binder = 1	UHRF1 binding = -1	MBD2 DNA inh = 3	TCR-CD3 inh = 4	LEDGF integ inh = -2	ABHD4 inh = 5	HTRA1 inh = -10

28	CC1CCc2nn(CC(=O)NCCC3=CCCCC3)cc2C1 (stereo not drawn)
  NR1D1 modulator = 1	PRMT1 inh = 6	PG9 Ab binder = -0.1	rCAG binder = -3	UHRF1 binding = 8	MBD2 DNA inh = 1	TCR-CD3 inh = -12	LEDGF integ inh = 4	ABHD4 inh = -10	HTRA1 inh = 1

(next part)
#	molecule	NR1D1 modulator	PRMT1 inh	PG9 Ab binder	rCAG binder	UHRF1 binding
33	CCOc1ccccc1C(=O)Nc1cc(C)ccc1NC(=O)c1ccco1	9	-3	-0.6	-3	-3
34	CCc1cc(C(=O)O)c(NC(=O)/C=C/c2ccc(OC)c(OC)c2)s1	-1	-1	0.6	56*	5
35	Cn1c(=O)cc(OCCCC(=O)NCc2ccco2)c2ccccc21	-7	4	-2.1	9	-3
36	CCOc1ccc2nc(NS(=O)(=O)c3ccc(NC(C)=O)cc3)sc2c1	-7	0	-0.9	21	14
37	Nc1nc(NCCCN2CCOCC2)nc(Nc2ccc(Cl)cc2)c1[N+](=O)[O-]	3	0	1.9	0	0
38	Cc1ccc(CN2CCN(/N=C/c3cc(Br)ccc3O)CC2)cc1	0	1	0.6	1	4
39	CCOC(=O)N1CCC(c2cc(=O)n3[nH]ccc3n2)CC1	6	1	1.2	1	-1
40	Cc1cccc(NC(=O)c2cnc3sccn3c2=O)n1	0	2	-0.1	4	0

#	MBD2 DNA inh	TCR-CD3 inh	LEDGF integ inh	ABHD4 inh	HTRA1 inh
33	-2	3	5	-7	-7
34	-2	-5	1	6	-2
35	3	1	1	2	-2
36	4	11	-1	15	-1
37	-8	-1	-3	-1	.
38	10	-7	3	-8	4
39	-1	-3	-2	1	-2
40	7	-4	-1	5	0

The list goes on:
#	molecule	NR1D1 modulator	PRMT1 inh	PG9 Ab binder	rCAG binder	UHRF1 binding
41	Cc1noc(C)c1CC(=O)NC1CC(C)(C)Cc2c1cnn2-c1ccccc1 (stereo not drawn)	1	2	-1.2	-3	-2
42	CC(C)CCn1c(SCc2ccc(Cl)cc2)nc2c1c(=O)[nH]c(=O)n2C	-1	2	0.1	0	2
43	Cc1nc(C)n(CCNS(=O)(=O)c2ccc(C)c(C)c2)n1	5	-6	0.2	0	-1
44	Cc1ccc(S(=O)(=O)N2CCC(=O)N(C(COCc3ccccc3)Cc3ccccc3)CC2)cc1 (stereo not drawn)	-5	2	1.2	-1	-1
45	O=C(Nc1cccc(-c2nc3ccccc3o2)c1)c1ccc(N2C(=O)C3C4C=CC(C4)C3C2=O)cc1 (stereo not drawn)	10	0	-2.3	12	5
46	C=CCN(c1ccccc1)S(=O)(=O)c1cccc(C(=O)Nc2ncccc2C)c1	-2	0	-1.3	-2	-3
47	CCOC(=O)CNC(c1ccccc1)c1cc(Br)ccc1NC(=O)OCC (stereo not drawn)	-1	0	-3.0	-9	0

#	MBD2 DNA inh	TCR-CD3 inh	LEDGF integ inh	ABHD4 inh	HTRA1 inh
41	-1	6	-1	-3	6
42	-1	0	2	-5	2
43	-7	-1	4	-8	-1
44	-2	-2	-2	4	-1
45	6	4	1	-27	-8
46	-6	-7	4	-6	-2
47	-11	2	-8	-10	-19

Screens as filed in PubChem.
